# H69AR inhibit – blocks growth of human H69AR lung tumor cells; H69AR lung tumor viability, ATP luminescence, 72 h; active compounds read low; viability, % at 10 µM; hit rate 6% among 85,000; AID 598;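 active = viability at or below 40%; inactive = viability above 40%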;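 note: multidrug resistant small cell line overexpressing MRP-1 efflux transporter; 100% = mean luminescence of untreated control wells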
# Lung fibro prol – blocks proliferation of human lung fibroblasts. LL 47 human lung fibroblast viability, ATP luminescence; active compounds read low. viability, % at 10 µM. hit rate 1.1% among 85,000. AID 719;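 active = viability at or below 50% in the single dose screen; inactive = viability above 50%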;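 note: compound exposure lasted 72 h before the ATP readout; 100% = median luminescence of untreated cell-only wells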
#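 material = human LL 47 lung fibroblast cells | dosing = compounds added from tenfold dosing solution, 0.1% DMSO final | timing = overnight cell rest, 72 h compound treatment at 37 °C | measured by = CellTiter-Glo luminescence measuring cellular ATP | evaluation = % viability versus median cells-only luminescence | control set = cell-only wells, no compound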
# HUVEC inhibit – blocks proliferation of human endothelial cells; HUVEC proliferation, CellTiter-Glo luminescence, 72 h; active compounds read low; viability, % at 10 µM (by protocol); hit rate 1.1% among 86,000; AID 648;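 active = viability at or below 30%; inactive = viability above 30%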;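 note: 100% = median luminescence of DMSO-only cell control wells on each plate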
# Starred values were filed as active, the others as inactive. An excerpt; count on the stated rates, not on these rows.
# Start of the listing, in advance (seven entries):
mol	H69AR inhibit	Lung fibro prol	HUVEC inhibit
CN(C)CCCN1c2ccccc2CCc2ccc(Cl)cc21	96	64	59
CCOC(=O)c1cnc2nc[nH]n2c1=O	93	97	93
O=C(O)c1cc(Cl)c(Cl)cc1C(=O)N1CCOCC1	91	106	96
COCCN(CCOC)c1ncnc2c1cnn2-c1ccccc1	90	103	98
O=S(=O)(c1ccc(Br)cc1)N1CCCN(Cc2cccc(F)c2)CC1	72	102	113
CC12CN3CC(C)(CN(C1)C31C(=O)N(Cc3ccccc3)c3ccccc31)C2=O (centres undefined)	86	92	88
CCS(=O)(=O)CCn1c([N+](=O)[O-])cnc1C	94	100	100

# Main list, repeating the preview:
mol	H69AR inhibit	Lung fibro prol	HUVEC inhibit
CN(C)CCCN1c2ccccc2CCc2ccc(Cl)cc21	96	64	59
CCOC(=O)c1cnc2nc[nH]n2c1=O	93	97	93
O=C(O)c1cc(Cl)c(Cl)cc1C(=O)N1CCOCC1	91	106	96
COCCN(CCOC)c1ncnc2c1cnn2-c1ccccc1	90	103	98
O=S(=O)(c1ccc(Br)cc1)N1CCCN(Cc2cccc(F)c2)CC1	72	102	113
CC12CN3CC(C)(CN(C1)C31C(=O)N(Cc3ccccc3)c3ccccc31)C2=O (centres undefined)	86	92	88
CCS(=O)(=O)CCn1c([N+](=O)[O-])cnc1C	94	100	100
CC1=C(C(=O)Nc2ccccc2)C(c2ccccn2)n2nc(CCCO)nc2N1 (centres undefined)	93	102	102
Cc1csc(N)n1	85	97	90
CCn1c(=O)cc(SCC(=O)Nc2ccccc2N2CCN(C)CC2)c2ccccc21	52	100	86
COCC(=O)Nc1cc(C)c2c(=O)oc3ccccc3c2n1	84	96	88
Cn1c(=O)c2c(nc(SCC(=O)N3CCc4ccccc43)n2Cc2ccccc2)n(C)c1=O	72	99	98
O=C(O)C1C(c2ccccc2)C(C(=O)OCc2ccco2)C1c1ccccc1 (centres undefined)	88	99	105
O=C(CCc1nc2ccccc2[nH]1)N1CCc2ccccc2C1	100	97	102
NC(=O)c1ccccc1O	100	101	102
COC(=O)c1ccc(C2/C(=C(\O)c3cccc(OC)c3)C(=O)C(=O)N2CCCN(C)C)cc1 (centres undefined)	94	101	118
Cc1ccc(S(=O)(=O)C(C#N)c2nc3ccccc3nc2N2CCCCC2)cc1 (centres undefined)	96	103	84
COc1ccc2c(c1)cc(C)c1nnc(SCC(=O)N3CCN(C(=O)c4ccco4)CC3)n12	78	93	97
CC(=O)Nc1ccccc1O	89	98	95
Cc1ccc(C)c2[nH]c(=O)c(CCNC(=O)C(C)C)cc12	95	100	106
CCCOc1ccc(/C(O)=C2/C(=O)C(=O)N(CCN3CCOCC3)C2c2ccccc2)cc1 (centres undefined)	97	95	85
CCOc1ccc2nc(NC3=NCN(Cc4ccco4)CN3)nc(C)c2c1	51	52	30
CN1Cc2c(N)cccc2C(c2ccccc2)C1 (centres undefined)	97	95	99
CN1C(=O)CSc2ccc(NC(=O)N3CCN(c4ccccn4)CC3)cc21	90	92	68
Cc1cc2nc(NC3=NCN(CCN4CCOCC4)CN3)nc(C)c2cc1C	108	85	97
CCc1cc(-c2[nH]ncc2-c2ccc3c(c2)OCO3)c(O)cc1O	79	71	9.7*
COCCN1CN=C(Nc2nc(C)c3ccc(C)cc3n2)NC1	85	82	94
CCOC(=O)c1[nH]c(C)c(/C(O)=C2\C(=O)C(=O)N(CCN(C)C)C2c2ccco2)c1C (centres undefined)	107	99	95
O=c1c2c3nc4ccccc4nc3n(-c3cccc(F)c3)c2ncn1Cc1ccc2c(c1)OCO2	18*	66	73
Cc1nc(NC2=NCN(Cc3cccnc3)CN2)nc2ccccc12	80	79	92
Cc1ccc(-n2c(=O)[nH]cc(C(=O)Nc3ccc4c(c3)OCO4)c2=O)cc1C	102	103	103
C[N+](C)(C)CCOP(=O)(O)OP(=O)([O-])OC[C@H]1O[C@@H](n2ccc(N)nc2=O)[C@H](O)[C@@H]1O	100	92	100
COc1ccc2cc([C@H](C)C(=O)O)ccc2c1	100	96	99
CCOc1ccccc1Nc1nc2ccccc2n2cnnc12	67	96	81
Cc1ccc(C)c(N2CCN(C(=O)C3CCN(S(=O)(=O)c4c(C)noc4C)CC3)CC2)c1	78	98	76
CC1CCc2c(sc3ncnc(SCC(=O)N4CCN(C(=O)c5ccco5)CC4)c23)C1 (centres undefined)	87	100	68
CC(=O)c1oc2ccccc2c1NC(=O)COC(=O)c1ccc(-n2nc(C)cc2C)cc1	60	93	91
Cn1cc(Cl)c(C(=O)N(Cc2ccccc2)c2ccccn2)n1	92	94	95
O=C(NCc1ccccn1)c1nnc(Cc2ccc(Cl)cc2)o1	98	100	104
CCOc1ccccc1C(=O)Nc1cc(=O)n(C)c(=O)n1C	89	102	93
CCCn1c(=NC(=O)c2ccc3c(c2)OCO3)c(C#N)cc2c(=O)n3cccc(C)c3nc21	38*	83	79
CCOC(=O)C1=C(C)Nc2nc(C)nn2C1c1cc(OC)ccc1OC (centres undefined)	79	101	97
Cc1nc2c3c(-c4ccccc4)nc(N4CCOCC4)nc3nn2c(C)c1CCC(=O)O	97	94	84
COc1ccc(-c2nc(CN3CCC(C(=O)NC4CCCc5ccccc54)CC3)c(C)o2)cc1OC (centres undefined)	47	96	69
CC1CN(C(=O)c2cc3ccccc3oc2=O)CC(C)O1 (centres undefined)	99	102	104
Cn1c(=O)[nH]c(=O)c2c1nc(N1CCCCCC1)n2CCSc1nc2ccccc2o1	71	93	88
COc1ccc(Oc2ncnc3c2oc2ccc(Br)cc23)cc1	107	110	102
CC(=O)Oc1ccc(C(c2ccc(OC(C)=O)cc2)c2ccccn2)cc1	85	76	104
CCn1cc(C(=O)O)c(=O)c2ccc(C)nc21	106	93	97
COc1ccc(-c2cn3c(C)c(C(=O)N4CCc5ccccc5C4)sc3n2)cc1	22*	102	64

# (listing goes on)
mol	H69AR inhibit	Lung fibro prol	HUVEC inhibit
Cc1ccc2cc3cc(C(=O)N(C)C4CCCCC4)oc3nc2c1	64	102	115
Cc1nn(-c2ccccc2)c2sc(C(=O)OCN3C(=O)c4ccccc4C3=O)cc12	56	97	61
O=C(c1ccccc1)N1CCn2c(nc3ccccc32)C1	91	96	108
CCN(CC)CCN1C(=O)C(=O)/C(=C(/O)c2ccc(OCC(C)C)cc2)C1c1ccncc1 (centres undefined)	95	98	97
CC(C)c1nc(SCC(=O)NCc2ccc3c(c2)OCO3)c2c(=O)n(C)c(=O)n(C)c2n1	75	87	59
Cc1cc2cc(CNC(=O)c3ccc(Br)o3)ccc2[nH]1	106	104	96
NNC(=O)c1ccncc1	87	99	107
O=c1cc(NCc2ccccc2)nc2n1CCCS2	93	111	92
Cc1cccc(N)c1SC1CCCCC1O (centres undefined)	101	103	101
O=C(Nc1nnc(CC(=O)N2CCCC2)s1)c1cnccn1	93	113	91
CCn1c(SCC(=O)Nc2nc3c(s2)CCCC3)nc2c1c(=O)n(C)c(=O)n2C	17*	86	92
Cc1sc2nc3n(c(=O)c2c1C)Cc1ccccc1-3	75	88	75
NS(=O)(=O)c1cc2c(cc1Cl)NC=NS2(=O)=O	100	99	103
Cc1sc2c(c1C)CN(Cc1ccco1)CN2C(=O)c1ccccc1	73	89	88
COc1cccc(C(c2sc3nc(C)nn3c2O)N2CCC3(CC2)OCCO3)c1 (centres undefined)	90	98	94
CC(O)CCC(=O)NCCNC(=O)CCC(C)O (centres undefined)	90	89	89
O=C(NCCN1CCN(c2cccc(Cl)c2)CC1)c1cccn2c(=O)c3ccccc3nc12	44	100	71
CCC(=O)O[C@]1(C(=O)CCl)[C@@H](C)C[C@H]2[C@@H]3CCC4=CC(=O)C=C[C@]4(C)[C@@]3(F)[C@@H](O)C[C@@]21C	76	82	81
O=C(c1ccc2nc(N3CCOCC3)sc2c1)N1CCC2(CC1)OCCO2	87	98	91
CN(C)CCCN1C(=O)C(=O)/C(=C(/O)c2ccncc2)C1c1ccccc1 (centres undefined)	94	92	99
COCCCNC(=O)c1ccc(Cn2c(=O)[nH]c3ccccc3c2=O)cc1	23*	70	59
Cc1cccc(Cn2c(SCCN3CCCCC3)nc3c2c(=O)[nH]c(=O)n3C)c1	81	91	96
O=C(Oc1ccc(OC(=O)c2ccncc2)cc1)c1ccncc1	74	106	101
Cc1ccc(-c2c3c(=O)n(C)c(=O)n(C)c3c3c(C)cc(C)nn23)cc1	82	95	79
Cn1c(=O)c2[nH]cnc2n(C)c1=O	88	106	111
O=C(CCn1c(=O)oc2ccccc21)NCc1ccco1	95	98	92
C=CCn1c(SCc2cc(=O)n3ccsc3n2)nc2scc(C3CC3)c2c1=O	52	87	103
Cc1cccn2c(=O)c(C=Nc3c(C)n(C)n(-c4ccccc4)c3=O)c(N3CCCC3)nc12	84	99	98
CCCNC(=O)NS(=O)(=O)c1ccc(Cl)cc1	101	101	99
COc1cc(-c2nc(-c3ccc(-c4ccccc4)nc3OC)no2)cc(OC)c1OC	90	95	95

# 2 of the compounds above, with each value named.
CCOc1ccc2nc(NC3=NCN(Cc4ccco4)CN3)nc(C)c2c1
- H69AR inhibit = 51
- Lung fibro prol = 52
- HUVEC inhibit = 30

CN1Cc2c(N)cccc2C(c2ccccc2)C1 (centres undefined)
- H69AR inhibit = 97
- Lung fibro prol = 95
- HUVEC inhibit = 99

# The list continues:
mol	H69AR inhibit	Lung fibro prol	HUVEC inhibit
Cc1cc(N2CCN(C(=O)c3ccco3)CC2)nc(-c2ccccc2)n1	74	91	87
CCOC(=O)N1CCC(NC(=O)CSc2cc(=O)n(C)c3ccc(Cl)cc23)CC1	79	99	69
COC(=O)[C@@H](N)Cc1ccc(O)cc1	93	97	103
CCN(CC)CCCN1C(=O)C(O)=C(C(=O)c2ccco2)C1c1cc(OC)ccc1OC (centres undefined)	92	107	99
O=C(CCCN1CC=C(n2c(=O)[nH]c3ccccc32)CC1)c1ccc(F)cc1	67	90	89
Cc1cc2cc(CNC(=O)Cc3cccs3)ccc2n1C	38*	107	61
O=C(CCn1c(=O)c2ccccc2n(Cc2cc(=O)n3ccccc3n2)c1=O)NCc1ccco1	91	97	106
Cc1nn(-c2ccccc2)c(C)c1NC(=O)Cc1cccs1	94	100	95
COc1ccc(C2C(C(C)=O)=C(O)C(=O)N2CCCn2ccnc2)cc1OC (centres undefined)	95	90	96
CCOC(=O)c1cc2c(=O)n3cc(C)ccc3nc2n(Cc2cccnc2)c1=N	89	86	97
CCOc1ccc(C(CC(=O)O)NC(=O)c2cccs2)cc1 (centres undefined)	97	100	95
COc1cccc(C2/C(=C(\O)c3c(C)nc4c(C)cccn34)C(=O)C(=O)N2CCCN(C)C)c1OC (centres undefined)	97	99	101
CCn1c(SCc2nc3ccccc3s2)nc2cc(S(=O)(=O)N3CCOCC3)ccc21	74	89	74
CSC1=C(C#N)C(c2ccccc2Cl)C2=C(CCCC2=O)N1 (centres undefined)	76	97	85
Cc1ccc2nc(NC3=NCN(Cc4ccco4)CN3)nc(C)c2c1	59	79	87
CC(C)Cn1c(=O)c(C(=O)Nc2ccncc2)c(O)c2ccccc21	9.8*	65	62
NC(N)=NS(=O)(=O)c1ccc(N)cc1	89	105	100
COc1ccc(CSc2nnc3n(C)c(=O)c4c5c(sc4n23)CCCC5)cc1	67	91	88
CN(C(=O)c1ccc(NC(=O)c2cnccn2)cc1)C1CCCCC1	91	97	91
COc1cc(/C=C/C(=O)CC(=O)/C=C/c2ccc(O)c(OC)c2)ccc1O	4.3*	21*	22*
Cn1c(C(=O)N2CCN(c3ccccc3F)CC2)cc2c(=O)n(C)c3ccccc3c21	79	92	101
OC(CNC1CCCCC1)CN1CCN(CC(O)CNC2CCCCC2)CC1 (centres undefined)	109	100	94
CCCOc1cccc(C2C(C(=O)c3ccc(C)o3)=C(O)C(=O)N2CCCN(C)C)c1 (centres undefined)	101	102	100
COC1=CC(=O)CC(C)C12Oc1c(Cl)c(OC)cc(OC)c1C2=O (centres undefined)	29*	87	92
Cc1ccc2cc(CN(Cc3cccs3)Cc3nnnn3C(C)(C)C)c3nnnn3c2c1	82	92	98
CCn1c(SCC(=O)N2CCc3ccccc32)nc2c(c1=O)SC(C)C2 (centres undefined)	60	104	96
COc1ccc(S(=O)(=O)N2CCC(C(=O)N3CCc4ccccc4C3)CC2)cc1OC	89	93	93
CC1(C)CC(=O)C(CC2=C(O)CC(C)(C)CC2=O)C(=O)C1	91	105	102
COc1cccc(/C(O)=C2/C(=O)C(=O)N(CCCN(C)C)C2c2cccc(Cl)c2)c1 (centres undefined)	97	101	90
CC(=O)Nc1c(I)c(NC(C)=O)c(I)c(C(=O)O)c1I	91	93	104
COc1ccccc1N1CCN(C(=O)c2oc3ccccc3c2C)CC1	18*	87	58
CCOCCCNC(=O)c1cc2c(=O)n3cccc(C)c3nc2n1C	34*	55	51
Cc1ccc(C)c(NC(=O)Cn2nc(C)c3ccccc3c2=O)c1	82	103	94
Cc1cc(Nc2ccccc2Br)n2nc(C)nc2n1	95	101	98
